# Bioassay records from PubChem.
# TbREL1 inh – TbREL1 inhibition, primary screen | inhibition, % at 9.66 µM | 89,000 tested, 0.49% active | TbREL1 RNA ligation, FRET fluorescence;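 active = inhibition above the mean inhibition across all screened compounds plus 3 SD, cut at about 11% in these data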;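 also: 0% = plate median of test wells and 100% = NSC42067 control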
# Target sequence (P86926 whole entry, looked up): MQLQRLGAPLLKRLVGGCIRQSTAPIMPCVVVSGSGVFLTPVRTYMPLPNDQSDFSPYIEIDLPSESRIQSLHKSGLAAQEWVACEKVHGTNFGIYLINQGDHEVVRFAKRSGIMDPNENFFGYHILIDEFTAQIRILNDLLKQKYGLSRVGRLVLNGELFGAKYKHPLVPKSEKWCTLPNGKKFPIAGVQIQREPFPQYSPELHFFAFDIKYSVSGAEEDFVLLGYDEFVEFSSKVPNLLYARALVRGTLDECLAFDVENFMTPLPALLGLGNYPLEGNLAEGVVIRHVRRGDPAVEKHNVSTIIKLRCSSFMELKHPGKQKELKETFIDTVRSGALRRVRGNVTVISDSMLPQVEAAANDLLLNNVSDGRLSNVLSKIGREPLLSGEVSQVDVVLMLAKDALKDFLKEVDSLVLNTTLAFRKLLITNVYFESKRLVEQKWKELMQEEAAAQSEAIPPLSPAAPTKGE
# * = called active by the depositor. Only part of the results is shown; rates above refer to the full screens.
smiles | TbREL1 inh
O=C(Cc1cccs1)Nc1cccc(-c2nnc(-c3ccco3)o2)c1 | 3
COc1ccc(-c2noc(CCC(=O)Nc3cccnc3)n2)cc1OC | 1
CCOc1ccc(N(CC(=O)NCc2ccccc2)S(=O)(=O)c2c(C)noc2C)cc1 | -3
CN(C(=O)c1cccc(NC(=O)C2CCN(C(=O)OC(C)(C)C)CC2)c1)C1CCCCC1 | -2
CC(C)(C)OC(=O)C[C@H]1C/C=C\C[C@@H](CC(=O)N[C@H](CO)Cc2ccccc2)C(=O)NCCOC1=O | -1
COC(=O)C(C)(C(=O)OC)c1ccccc1[N+](=O)[O-] | 4
CCOC(=O)Cc1cn(C(=O)OC(C)(C)C)c2ccccc12 | 0
CCOc1ccc(CN2C(=O)c3ccccc3C2C(=O)NCc2cccnc2)cc1 (stereo not drawn) | -1
CC(C)NC(=O)c1sc2nc(-c3cccs3)cc(-c3cccs3)c2c1N | -1
COC(=O)CNc1nc(Cl)nc(Nc2ccc(C)cc2)n1 | 0

# Further results.
smiles | TbREL1 inh
CCOC(=O)c1[nH]cnc1C(=O)Nc1ccccc1C | -2
Cc1cccc(OCCOC(=O)CN2C(=O)NC3(CCCC3)C2=O)c1 | 0
CN(C)CCCNC(=O)C[C@H]1C[C@H](C(=O)N2CCCCC2)[C@@]2(C)c3[nH]c4ccc(Cl)cc4c3CCN2C1=O | 6
NC(=O)c1c(NC(=O)CSc2nnc(Cc3ccccc3)n2Cc2ccco2)sc2c1CCC2 | -2
O=C(Cc1ccsc1)Nc1ccc(Cl)cc1Cl | 1
CCC(c1nnnn1-c1ccc2c(c1)OCCO2)N1CCN(CCN2CCOCC2)CC1 (stereo not drawn) | -4
N#CC1=C(N)Oc2n[nH]c(-c3ccc(F)cc3)c2C1c1ccncc1 (stereo not drawn) | 1
CC1(C)C(C=C(Cl)Cl)C1C(=O)N1CCN(c2ccccc2)CC1 (stereo not drawn) | -2
CCCCOc1ccc(/C=N/NC(=O)c2nnn(-c3nonc3N)c2CN2CCCCCC2)cc1 | -1
O=C1NCCN1CCNS(=O)(=O)c1ccccc1[N+](=O)[O-] | 0

# Other results
smiles | TbREL1 inh
CC(C)(C)C1CCc2c(sc(NC(=O)CSc3nnc(-c4ccccc4)o3)c2C#N)C1 (stereo not drawn) | -1
COc1ccc(C(=O)NCCS(=O)(=O)N2CCN(Cc3ccccc3)CC2)cc1 | -1
COC(=O)[C@]1(C)N[C@H](CN(C)C(=O)NC(C)C)[C@@H]2C(=O)N(Cc3ccccc3)C(=O)[C@@H]21 | 1
C/C(=N/NC(=O)CCC(=O)Nc1cccc(Cl)c1)c1ccc(C)cc1 | 1
O=C1/C(=C/c2cccs2)CCC/C1=C\c1cccs1 | 2
O=C(c1ccco1)N1CCC(c2nc(-c3ccc(F)cc3)no2)CC1 | 0
COc1ccc2nc(NC(=O)CN3C(=O)NC4(CCCCC4)C3=O)sc2c1 | 0
Nc1ccc(Cc2ccccn2)cc1 | 0
O=S(=O)(c1ccc(SCc2ccc(Br)cc2)nc1)N1CCCCC1 | 2
CC(Cc1ccccc1)C(=O)NCc1nc2ccccc2s1 (stereo not drawn) | 4

# The list goes on.
smiles | TbREL1 inh
O=C(CSc1nc2ccccc2[nH]1)N1c2ccccc2Sc2ccccc21 | 6
Cc1cccc(OCC(=O)Nc2ccncc2)c1 | 0
COc1cc([N+](=O)[O-])ccc1NC(=O)CCS(=O)(=O)c1ccc2c(c1)n(C)c(=O)c(=O)n2C | 3
Cc1ccc(C(=O)N(CCN2CCCCC2)CC2CCCN(C3CCCC3)C2)s1 (stereo not drawn) | 2
CC1(C)CC(OC(=O)c2ccco2)CC(C)(C)N1O | -1
CCOC(=O)Cn1c(C(F)(F)F)nc2nc(Cl)c(Cl)nc21 | 4
O=C(c1ccccc1)N1CCN(CC#CC2(O)CCCCC2)CC1 | 4
C[C@H](NC(=O)c1nc[nH]c1C(=O)NCC(=O)OCc1ccccc1)C(=O)OCc1ccccc1 | 0
CC1CCCCN1C(=O)Cn1c(=O)oc2cc(S(=O)(=O)N3CCCCC3)ccc21 (stereo not drawn) | -1
CC1CCN(S(=O)(=O)c2ccc3c(c2)N(C)C(=O)CC(=O)N3C)CC1 | -1

# Further compounds follow:
smiles | TbREL1 inh
Cc1cc(OC(C)C(=O)N2CCN(c3ccc(F)cc3)CC2)c2c(C)cc(=O)oc2c1 (stereo not drawn) | 5
CCn1c(=N)c(C(=O)NC)cc2c(=O)n3cccc(C)c3nc21 | 0
CCn1c2ccccc2c2cc(NC(=O)CSc3nnc(-c4ccc(OC)c(OC)c4)n3N)ccc21 | -2
CC1(C)C(=O)OC(c2cccs2)C(C)(C)C1=O (stereo not drawn) | -1
C#CCOCCOCCOCCNc1nc(N2CCN(C(=O)[C@H]([C@@H](C)O)n3cc(CCCCN)nn3)CC2)nc(N2CCN(C(=O)[C@H]([C@@H](C)CC)n3cc(CCCN=C(N)N)nn3)CC2)n1 | 12*
CCN(C(=O)COC(=O)c1ccc(OC)c(S(=O)(=O)N2CCCc3ccccc32)c1)C1CCS(=O)(=O)C1 (stereo not drawn) | 1
O=C(COC(=O)c1ccc(N2CCCC2=O)cc1)c1ccccc1 | -2
O=C(Nc1ccccc1C(=O)NCC1CCCO1)c1ccc(Cl)cc1Cl (stereo not drawn) | 7
Cc1cccc(Cn2nnc3ccccc32)c1O | -2
O=C1OCCN1C(=O)[C@H]1[C@H](c2ccc(Cl)cc2)C(c2ccc(F)cc2)=NN1c1ccc(Br)cc1 | 8

# (list continues)
smiles | TbREL1 inh
O=C(Nc1ccccc1)N1CCN(Cc2ccc3c(c2)OCO3)CC1 | -3
COc1cccc(-c2oc3c(c2C#CCCO)C(O)CCC3)c1 (stereo not drawn) | -2
CCOC(=O)CSc1nnc(CNC(=O)c2ccc(OC)cc2)n1C1CCCCC1 | 4
CN=C1SC(CC(=O)Nc2ccccc2F)C(=O)N1C (stereo not drawn) | 0
CCCN(CCO)CCCc1ccccc1 | 3
O=C(O)c1cc([N+](=O)[O-])ccc1NCc1ccccn1 | 6
CN1CC(=O)N(CC(=O)N2CCC(Cc3ccccc3)CC2)C1=O | 4
COc1cccc(NC(=O)CN2C(=O)CSc3ccc(S(=O)(=O)N4CCCCC4)cc32)c1 | 3
CCC(=O)Nc1cccc(SC)c1 | 2
CC(=O)N1CCN(C(=O)CSc2nc3cccnc3n2C)CC1 | -1

# Next records
smiles | TbREL1 inh
CN(CC(=O)Nc1ccc(N2CCOCC2)cc1)C(=O)c1cccc(Cl)c1Cl | -5
CC(=O)Nc1cccc(Nc2cnccn2)c1 | -1
CCCC(=O)Nc1cc(C)c2c(=O)oc3ccccc3c2n1 | 2
C[C@H]1[C@H](NC(=O)c2cccc(Cl)c2)CC[C@@]23CCCN2C(=O)CCC[C@@H]13 | -2
CC1(c2nnc(-c3ccccc3)o2)CC(c2ccc(Cl)cc2)=NO1 (stereo not drawn) | 3
CC(C)CN(C(=O)CCC(=O)OCC(=O)c1ccc(F)c(F)c1)c1c(N)n(CC(C)C)c(=O)[nH]c1=O | 0
CC1=C(C(=O)Nc2cccnc2)C(c2ccc3c(c2)OCO3)C2=C(CCCC2=O)N1 (stereo not drawn) | -1
CCCCc1nnc(NC(=O)c2nc3nccc(C)n3n2)s1 | 1
CCOC(=O)C1CCN(c2c(NCCN(CC)c3ccccc3)c(=O)c2=O)CC1 | -3
O=C(Cc1ccc(Cl)cc1)Nc1ccccc1C(=O)N1CCCC1 | -2

# Arranged by value in TbREL1 inh (rising): 4 from the list above.
SMILES,TbREL1 inh
O=C(Cc1ccc(Cl)cc1)Nc1ccccc1C(=O)N1CCCC1,-2
CC(=O)Nc1cccc(Nc2cnccn2)c1,-1
CCCC(=O)Nc1cc(C)c2c(=O)oc3ccccc3c2n1,2
CC1(c2nnc(-c3ccccc3)o2)CC(c2ccc(Cl)cc2)=NO1 (stereo not drawn),3

# Carrying on:
smiles | TbREL1 inh
O=C(Nc1ccccc1F)c1c[nH]c(=O)[nH]c1=O | 2
CCOc1ccc(Cn2ccnc2CCl)cc1[N+](=O)[O-] | 3
Cc1ccccc1-c1nnc(SCc2ccc(F)cc2)o1 | 1
COc1ccccc1NC(=S)N(Cc1ccco1)Cc1cc2cccc(C)c2[nH]c1=O | -2
O=S(=O)(NC(=S)Nc1ccccc1)c1ccc(F)cc1 | -2
C[C@H]1CCC[C@]2(O[C@@H](CCO)C[C@@H](O)[C@@H]2O)O1 | 5
CC1CCC2(CC1)SCC(=O)N2c1ccccc1 (stereo not drawn) | 0
O=C(N/N=C/c1ccccc1C(=O)O)c1cccc(S(=O)(=O)Nc2cc(Cl)ccc2Cl)c1 | 1
O=C(/C=C/c1ccc2ccccc2n1)N1CCN(S(=O)(=O)c2ccc(F)cc2)CC1 | -4
COc1cccc(CNC(=O)c2ccccc2NC(=O)C2=C(C)OCCS2)c1 | 2

# Additional entries.
smiles | TbREL1 inh
CCn1c(SCC(=O)Nc2ccc(C(C)C)cc2)nnc1-c1ccc(C(C)(C)C)cc1 | 1
CCc1ccccc1NC(=O)CN(C)S(=O)(=O)c1ccc2c(c1)c(=O)n(C)c(=O)n2C | -4
Cc1noc(NS(=O)(=O)c2ccc(NC(=O)CSc3nc4c(cc3C#N)CCCC4)cc2)c1C | -1
Cc1ccc(NC(=O)c2ccc(S(=O)(=O)N(C)c3ccccc3)cc2)cc1S(=O)(=O)N1CCOCC1 | 1
Cc1cc(=O)oc2cc(OCC(=O)OCC(=O)Nc3ccc(C(N)=O)cc3)ccc12 | -4
Cc1ccc2[nH]c3c(c2c1)CN(C(=O)CN(C)CC1OCCO1)CC3 | 7
Cc1nc2c(-c3ccc(Cl)cc3)cnn2c(N)c1-c1ccc(F)cc1 | 3
Cc1c(NC(=O)CC(O)(C(F)(F)F)C(F)(F)F)c(=O)n(-c2ccccc2)n1C | -2
CN(C(=O)c1ccc(S(=O)(=O)N2CCCC2)cc1)C1CCCCC1 | -1
CCOc1ccccc1/C=C(\NC(=O)c1ccccc1)C(=O)NCCC(=O)O | -2

# 4 records drawn at random from those above, as already listed:
smiles | TbREL1 inh
CCOc1ccccc1/C=C(\NC(=O)c1ccccc1)C(=O)NCCC(=O)O | -2
Cc1cc(=O)oc2cc(OCC(=O)OCC(=O)Nc3ccc(C(N)=O)cc3)ccc12 | -4
Cc1ccc(NC(=O)c2ccc(S(=O)(=O)N(C)c3ccccc3)cc2)cc1S(=O)(=O)N1CCOCC1 | 1
Cc1noc(NS(=O)(=O)c2ccc(NC(=O)CSc3nc4c(cc3C#N)CCCC4)cc2)c1C | -1

# More entries:
smiles | TbREL1 inh
CCOC(=O)c1c(C)[nH]c(C(=O)N2CCC(C(=O)OCC)CC2)c1C | -3
CCOC(=O)N/N=C/c1ccccc1F | 3
Clc1ccc(-n2nnc(-c3cccnc3Cl)n2)cc1Cl | 5
O=C(N/C=C/c1ccccc1)c1ccccc1 | -1
CC(C)(C)OC(=O)NCc1ccc(CNC(=O)c2[nH]cnc2C(=O)N[C@@H](Cc2ccccc2)C(=O)OC(C)(C)C)cc1 | 3
Cc1c(C(=O)Nc2cccc(Oc3ccccc3)c2)sc(=O)n1Cc1ccc(F)cc1 | 4
Cc1cccc(C)c1NC(=O)CNC(=O)C1COc2ccccc2O1 (stereo not drawn) | 0
COCCN(Cc1cc2ccc(C)cc2[nH]c1=O)S(=O)(=O)c1ccccc1 | -1
COc1ccc(N2C(=O)[C@@H]3Cc4ccccc4CN3C2=O)cc1 | -2
CN(Cc1cnn(-c2ccc(F)cc2)c1)Cc1nc(Cc2ccccc2)no1 | 0

# (list continues)
smiles | TbREL1 inh
CC(C)Oc1cccc(C(=O)NC(=S)Nc2cccnc2)c1 | -4
CCN1CCN(c2ccc(NC(=O)c3ccco3)cc2Cl)CC1 | 3
O=C(/C=C/c1ccc(Br)o1)OCc1ccccc1 | -2
O=C(CC1SC(N2CCCCC2)=NC1=O)Nc1cccc(C(=O)N2CCCC(C(F)(F)F)C2)c1 (stereo not drawn) | -2
CC(C)(C)C(c1nc2ccccc2[nH]1)n1c(-c2cccc(S(C)(=O)=O)c2)nc2ccccc21 (stereo not drawn) | 4
CC(C(=O)OCn1nnc2ccccc2c1=O)N1C(=O)c2ccccc2C1=O (stereo not drawn) | 2
COc1ccc2c(c1)[C@H]1[C@H](CO2)[C@H](c2ccccc2)[C@]2(C)C(=O)Nc3cc(F)ccc3C(=O)N12 | -1
N#Cc1nc(-c2ccco2)oc1N1CCC(C(N)=O)CC1 | 0
COc1ccc(OC)c(CN2CCC(N3CCC(C(=O)NC4CC4)CC3)CC2)c1 | 4
Cc1cc(C)c2nc3c(c(C(=O)O)c2c1)CCC3 | 2

# Next compounds follow.
smiles | TbREL1 inh
CCOc1ccc(NC(=O)CCCN2C(=S)NC(C)(C)CC2C)cc1 (stereo not drawn) | -5
O=S(=O)(c1ccc2ccccc2c1)N(CC(O)COCc1ccco1)c1ccccc1 (stereo not drawn) | 7
O=C(/C=C(\Nc1ccc(F)cc1)c1ccccc1)c1ccccc1 | -2
O=C(Nc1nc(-c2ccccc2)cs1)C1CCCN(S(=O)(=O)c2cccc([N+](=O)[O-])c2)C1 (stereo not drawn) | 5
CN(CC(=O)N1CC=C(c2ccccc2)CC1)S(=O)(=O)c1cnc[nH]1 | 4
CCOc1ccc(N2CC(C(=O)Nc3cccc(C(=O)NC4CC4)c3)CC2=O)cc1 (stereo not drawn) | -1
CN(C)S(=O)(=O)c1ccc(N2CCCC2)c(C(=O)Nc2ccccc2OC(F)F)c1 | -3
Cc1ccc(-n2nnnc2SCC(=O)N(CC(C)C)c2c(N)n(CC(C)C)c(=O)[nH]c2=O)cc1 | 6
COc1cc(CC(=O)N2CCN(S(=O)(=O)c3ccc(C)cc3)CC2)cc(OC)c1OC | 7
CCOc1ccc(-n2c(SC)nc3c(c2=O)SCC3)cc1 | -4

# The results go on:
smiles | TbREL1 inh
CCc1cc(C(=O)OC)c(NC(=O)CC2NCCNC2=O)s1 (stereo not drawn) | -2
CCSc1nnc(NC(=O)CSc2nnc(Cc3cccn3C)n2CCc2ccccc2)s1 | -5
CNc1ccc(Br)cc(C(=O)/C=C/c2ccc(Cl)cc2Cl)c1=O | 3
CC(C)C(C(=O)NCc1ccccc1)N1CCN(c2ccccc2F)CC1 (stereo not drawn) | 1
CCCN(CCC)C(=O)CSc1nc2n[nH]c(C)c2c(=N)n1-c1ccc(OC)cc1 | -2
COc1ccc(/C=C/C(=O)Nc2ccccc2C(N)=O)cc1S(=O)(=O)N1CCOCC1 | 0
